MEKK2wt PB1 HTS: raises or lowers MEK5 binding to wildtype human MEKK2 PB1 domain | bead flow cytometry, Alexa488-MEK5 binding to MEKK2 WT; actives lie on both sides | binding response (% of control), % at 10 µM | 290,000 tested, 1.1% active; in the data active means binding response below about 67% or above about 130%
MEKK2 mut-MEK5: signal of MEK5 binding to mutant human MEKK2 PB1 domain. bead flow cytometry, Alexa488-MEK5 binding to MEKK2 mutant. percent response, % at 10 µM. 290,000 tested, 0.35% active. AID 1530; in the data active means percent response above about 24%, passing the limit was not always enough; further: inactives centre near 1; some results filed as inactive read as strong as hits
CRFR2-BP ag: CRF-BP/CRF-R2 complex agonism. 350,000 tested, 0.46% active. HEK293 CRF-R2/CRF-BP, calcium dye fluorescence (FLIPR); percent of saturating CRF peptide response. activation, % at 13.2 µM;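 active means activation of at least 50%, plus an integration ratio under a set limit after plate pattern correction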;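 further: plate controls were neutral control wells without compound for no effect and CRF at EC100 for full effect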
FID counter: fluorescent intercalator displacement, NS3 helicase counter-screen; DNA fluorescent intercalator displacement, fluorescence; inhibition, % at 7.9 µM; 290,000 tested, 0.17% active; in the data active means inhibition above about 37%;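 further: 0% = vehicle and 100% = reference compound; higher means more ethidium bromide displaced from hairpin DNA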
MEKK3 PB1 HTS: raises or lowers MEK5 binding to the human MEKK3 PB1 domain; 290,000 tested, 1.4% active; bead-based flow cytometry, Alexa488-MEK5 binding to MEKK3; actives lie on both sides; 0 = blocked by unlabeled MEK5, 100 = vehicle; Q99759; binding response (% of control), % at 10 µM;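 active means binding response more than 3 SD above or below the average of its plate-row segment, actives on both sides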;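 further: Alexa488 bead fluorescence after subtracting the streptavidin-only scavenger bead signal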
Target sequence (Q99759 whole entry, looked up, the tested form may be a part): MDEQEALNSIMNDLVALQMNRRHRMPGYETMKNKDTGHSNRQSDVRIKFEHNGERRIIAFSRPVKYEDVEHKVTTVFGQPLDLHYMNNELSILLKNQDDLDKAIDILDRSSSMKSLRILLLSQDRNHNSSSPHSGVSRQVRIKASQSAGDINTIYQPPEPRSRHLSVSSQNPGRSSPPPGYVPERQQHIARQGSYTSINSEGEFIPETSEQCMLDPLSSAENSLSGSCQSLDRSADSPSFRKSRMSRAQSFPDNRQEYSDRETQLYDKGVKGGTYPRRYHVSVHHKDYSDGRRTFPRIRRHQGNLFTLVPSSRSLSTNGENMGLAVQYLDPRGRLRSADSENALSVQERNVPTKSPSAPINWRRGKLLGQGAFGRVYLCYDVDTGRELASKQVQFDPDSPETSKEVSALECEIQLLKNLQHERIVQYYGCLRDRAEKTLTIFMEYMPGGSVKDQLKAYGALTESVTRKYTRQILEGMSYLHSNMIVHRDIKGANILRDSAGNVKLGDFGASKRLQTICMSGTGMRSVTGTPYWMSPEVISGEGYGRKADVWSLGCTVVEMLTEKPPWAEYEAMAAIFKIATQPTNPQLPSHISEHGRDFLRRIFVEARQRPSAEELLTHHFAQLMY
SUMO HTRF inh: blocks human SUMOylation mediated by UBC9; HTRF SUMOylation assay, SAE1/SAE2 + UBC9, in vitro; inhibition, % at 35 µM; P63279; AID 2006; 290,000 tested, 0.36% active; in the data active means inhibition above about 50%, passing the limit was not always enough; further: strong numbers were not always called active
Target sequence (P63279 whole entry, looked up): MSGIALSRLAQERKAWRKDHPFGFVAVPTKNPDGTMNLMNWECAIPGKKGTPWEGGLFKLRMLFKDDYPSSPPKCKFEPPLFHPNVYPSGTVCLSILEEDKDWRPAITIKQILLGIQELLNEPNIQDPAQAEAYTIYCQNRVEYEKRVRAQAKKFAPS
GalR3 antag: antagonists of human GalR3; O60755; HEK293 GalR3-CNG cAMP membrane potential fluorescence; galR3 body fused to GalR1 C-terminus; inhibition, % at 3 µM; 360,000 tested, 0.44% active;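 active means inhibition above the screen-wide average plus 3 SD, cut at about 13% in these data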;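 further: forskolin and galanin both at EC90 stimulate the cells; cAMP rise reported by CNG channel membrane potential dye signal; 0% = forskolin plus galanin with DMSO and 100% = forskolin alone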
Target sequence (O60755 1-299 limits assumed): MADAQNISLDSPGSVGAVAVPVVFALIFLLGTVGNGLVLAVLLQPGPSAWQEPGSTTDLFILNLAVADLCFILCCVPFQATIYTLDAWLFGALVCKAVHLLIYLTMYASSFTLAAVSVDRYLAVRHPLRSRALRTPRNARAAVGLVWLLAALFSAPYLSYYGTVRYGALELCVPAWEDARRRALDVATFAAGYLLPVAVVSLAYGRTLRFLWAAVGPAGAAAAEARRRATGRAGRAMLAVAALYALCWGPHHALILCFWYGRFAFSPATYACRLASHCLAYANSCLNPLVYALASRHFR
NS3 helicase inh: inhibitors of Hepatitis C virus NS3 helicase | NS3 helicase DNA unwinding, Cy5 molecular beacon fluorescence | inhibition, % at 10.9 µM | 290,000 tested, 0.56% active | AID 1800;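 active means inhibition above the mean of all tested compounds plus 3 SD, set per campaign, cut at about 35% in these data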;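 further: 0% = DMSO wells and 100% = thioflavine S control wells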
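Measured by: Cy5 fluorescence, 0 and 60 min reads / Assay system: NS3 helicase fragment of HCV / Control set: low DMSO, high thioflavine S at 110 µM / Times: 1 h reaction at 25 °C, ATP-initiated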
CRFR2-BP antag: antagonists of CRF-binding protein/CRF-R2 receptor complex; HEK293 CRF-R2/CRF-BP, CRF-induced calcium fluorescence; 350,000 tested, 0.59% active; AID 588475; inhibition, % at 11.8 µM;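 active means inhibition of the ligand-induced calcium signal above about 50% at the single tested concentration, limit read from the data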
Active calls of the source: *. Some of the compounds tested (hit frequency here may not be typical).

What do the screens show for `O=C(CSCc1ccccc1Cl)Nc1ccc(C(=O)O)cc1`?
MEKK2wt PB1 HTS: 117; MEKK2 mut-MEK5: 8; CRFR2-BP ag: 1.2; FID counter: -9; MEKK3 PB1 HTS: 110; SUMO HTRF inh: 7; GalR3 antag: -9; NS3 helicase inh: 1; CRFR2-BP antag: -5

What do the screens show for `COc1ccc(C(=O)NCCSc2ccccc2C)cc1`?
MEKK2wt PB1 HTS: 105; MEKK2 mut-MEK5: 2; CRFR2-BP ag: -2.8; FID counter: -20; MEKK3 PB1 HTS: 103; SUMO HTRF inh: -18; GalR3 antag: -4; NS3 helicase inh: 7; CRFR2-BP antag: 15

Results for CN1CCN(S(=O)(=O)c2ccc(NC(=O)c3cccs3)cc2)CC1 ?
MEKK2wt PB1 HTS: 101; MEKK2 mut-MEK5: 2; CRFR2-BP ag: -1.6; FID counter: 4; MEKK3 PB1 HTS: 103; SUMO HTRF inh: 13; GalR3 antag: 1; NS3 helicase inh: -10; CRFR2-BP antag: 12

What do the screens show for `CNC(=O)c1ccc(Nc2nnc(-c3ccc(C)c(S(N)(=O)=O)c3)c3ccccc23)cc1`?
MEKK2wt PB1 HTS: 106; MEKK2 mut-MEK5: 9; CRFR2-BP ag: -1.5; FID counter: -35; MEKK3 PB1 HTS: 106; SUMO HTRF inh: 14; GalR3 antag: 0; NS3 helicase inh: 10; CRFR2-BP antag: -5

What do the screens show for `CCOc1cc(CNc2ccc(S(N)(=O)=O)cc2)ccc1OCC(=O)NC(C)(C)C`?
MEKK2wt PB1 HTS: 107; MEKK2 mut-MEK5: 9; CRFR2-BP ag: -2.5; FID counter: -24; MEKK3 PB1 HTS: 106; SUMO HTRF inh: 18; GalR3 antag: -5; NS3 helicase inh: -8; CRFR2-BP antag: -3

How did CN(C)CCSc1nc(-c2ccccc2)nc2c1CCC2 do in these assays?
MEKK2wt PB1 HTS: 111; MEKK2 mut-MEK5: 1; CRFR2-BP ag: -1.4; FID counter: 8; MEKK3 PB1 HTS: 138*; SUMO HTRF inh: -2; GalR3 antag: -6; NS3 helicase inh: -7; CRFR2-BP antag: 2

Results for O=C(CSCc1ccc(Br)cc1)Nc1ccc(S(=O)(=O)N2CCOCC2)cc1 ?
MEKK2wt PB1 HTS: 104; MEKK2 mut-MEK5: 2; CRFR2-BP ag: -0.7; FID counter: -10; MEKK3 PB1 HTS: 102; SUMO HTRF inh: -21; GalR3 antag: -4; NS3 helicase inh: -15; CRFR2-BP antag: -8

Results for C=CCNC(=S)Nc1ccccc1-c1nnc2n1CCCCC2 ?
MEKK2wt PB1 HTS: 108; MEKK2 mut-MEK5: 6; CRFR2-BP ag: 1.5; FID counter: -7; MEKK3 PB1 HTS: 103; SUMO HTRF inh: -2; GalR3 antag: -7; NS3 helicase inh: 2; CRFR2-BP antag: -9

How did CCOc1ccccc1C(=O)N(Cc1ccc(C)o1)C1CCS(=O)(=O)C1 (centres undefined) do in these assays?
MEKK2wt PB1 HTS: 103; MEKK2 mut-MEK5: 4; CRFR2-BP ag: -0.2; FID counter: -24; MEKK3 PB1 HTS: 100; SUMO HTRF inh: 6; GalR3 antag: 0; NS3 helicase inh: 6; CRFR2-BP antag: 11

How did Fc1ccc(CNC(=S)Nc2ccccc2Cl)cc1 do in these assays?
MEKK2wt PB1 HTS: 97; MEKK2 mut-MEK5: 2; CRFR2-BP ag: -1.7; FID counter: 2; MEKK3 PB1 HTS: 99; SUMO HTRF inh: 16; GalR3 antag: -5; NS3 helicase inh: -5; CRFR2-BP antag: 5

Results for CCOc1ccccc1NC(=O)CN1C(=O)COc2ccccc21 ?
MEKK2wt PB1 HTS: 107; MEKK2 mut-MEK5: 12; CRFR2-BP ag: -1.9; FID counter: -11; MEKK3 PB1 HTS: 107; SUMO HTRF inh: 9; GalR3 antag: -9; NS3 helicase inh: 2; CRFR2-BP antag: 8

How did CCOc1cc(NC(=O)c2cccs2)c(OCC)cc1NC(=O)c1cccnc1 do in these assays?
MEKK2wt PB1 HTS: 98; MEKK2 mut-MEK5: 1; CRFR2-BP ag: -0.4; FID counter: -3; MEKK3 PB1 HTS: 101; SUMO HTRF inh: 25; GalR3 antag: -5; NS3 helicase inh: -6; CRFR2-BP antag: 6

What do the screens show for `O=C(C1=NN[C@@H]2C(=O)N(c3cccc(F)c3)C(=O)[C@H]12)c1cnccn1`?
MEKK2wt PB1 HTS: 95; MEKK2 mut-MEK5: -14; CRFR2-BP ag: 1.2; FID counter: 3; MEKK3 PB1 HTS: 99; SUMO HTRF inh: -1; GalR3 antag: -11; NS3 helicase inh: 10; CRFR2-BP antag: -4

What do the screens show for `Cc1ccc(-c2cc(N)nc(-c3ccccc3)c2)cc1`?
MEKK2wt PB1 HTS: 101; MEKK2 mut-MEK5: -2; CRFR2-BP ag: -0.8; FID counter: 9; MEKK3 PB1 HTS: 105; SUMO HTRF inh: -23; GalR3 antag: -13; NS3 helicase inh: -30; CRFR2-BP antag: -2

Results for CCCC(=O)Nc1nn(CCC)c2nc3ccccc3cc12 ?
MEKK2wt PB1 HTS: 105; MEKK2 mut-MEK5: 8; CRFR2-BP ag: -3.1; FID counter: -1; MEKK3 PB1 HTS: 102; SUMO HTRF inh: 6; GalR3 antag: -3; NS3 helicase inh: 12; CRFR2-BP antag: -3

Results for O=C(CCn1c(=O)oc2ccc(Cl)cc21)N1CCN(Cc2ccccc2)CC1 ?
MEKK2wt PB1 HTS: 106; MEKK2 mut-MEK5: 10; CRFR2-BP ag: 3.2; FID counter: -24; MEKK3 PB1 HTS: 103; SUMO HTRF inh: -2; GalR3 antag: -4; NS3 helicase inh: 1; CRFR2-BP antag: -18

What do the screens show for `COc1ccc(N2C(=O)CCC(C(=O)c3ccccc3)=C2C)cc1`?
MEKK2wt PB1 HTS: 102; MEKK2 mut-MEK5: -2; CRFR2-BP ag: -1.0; FID counter: -20; MEKK3 PB1 HTS: 105; SUMO HTRF inh: 13; GalR3 antag: -5; NS3 helicase inh: 4; CRFR2-BP antag: 1

How did COC(=O)c1cc2ccsc2n1Cc1ccccc1F do in these assays?
MEKK2wt PB1 HTS: 103; MEKK2 mut-MEK5: 1; CRFR2-BP ag: -0.8; FID counter: -4; MEKK3 PB1 HTS: 102; SUMO HTRF inh: -10; GalR3 antag: 0; NS3 helicase inh: 5; CRFR2-BP antag: 9

Results for COC(=O)c1sc(NC(=O)c2ccco2)nc1C ?
MEKK2wt PB1 HTS: 97; MEKK2 mut-MEK5: 10; CRFR2-BP ag: 3.4; FID counter: 1; MEKK3 PB1 HTS: 96; SUMO HTRF inh: 17; GalR3 antag: -6; NS3 helicase inh: -4; CRFR2-BP antag: -9

What do the screens show for `CCn1c(SCC(=O)Nc2ccccc2)nc2c1c(=O)n(C)c(=O)n2C`?
MEKK2wt PB1 HTS: 111; MEKK2 mut-MEK5: 4; CRFR2-BP ag: -3.0; FID counter: -5; MEKK3 PB1 HTS: 109; SUMO HTRF inh: 3; GalR3 antag: -1; NS3 helicase inh: 1; CRFR2-BP antag: 0

Results for C=CCSc1nnc2n(-c3ccccc3OC)c(=O)c3c4c(sc3n12)CCC4 ?
MEKK2wt PB1 HTS: 103; MEKK2 mut-MEK5: 5; CRFR2-BP ag: 8.1; FID counter: -27; MEKK3 PB1 HTS: 107; SUMO HTRF inh: 23; GalR3 antag: -1; NS3 helicase inh: -4; CRFR2-BP antag: -1

How did CCNC(=O)N1CCCC(C(=O)c2ccc(OC)c(OC)c2)C1 (centres undefined) do in these assays?
MEKK2wt PB1 HTS: 92; MEKK2 mut-MEK5: -7; CRFR2-BP ag: 0.5; FID counter: -2; MEKK3 PB1 HTS: 115; SUMO HTRF inh: 10; GalR3 antag: 1; NS3 helicase inh: -8; CRFR2-BP antag: -9

How did O=C(O)CSc1nnc(-c2ccncc2)n1-c1ccc(Cl)cc1 do in these assays?
MEKK2wt PB1 HTS: 98; MEKK2 mut-MEK5: -1; CRFR2-BP ag: -1.3; FID counter: -6; MEKK3 PB1 HTS: 103; SUMO HTRF inh: 4; GalR3 antag: -6; NS3 helicase inh: 4; CRFR2-BP antag: 3

How did O=C(CC1Oc2ccc(Cl)cc2NC1=O)NC1CCCCCC1 (centres undefined) do in these assays?
MEKK2wt PB1 HTS: 102; MEKK2 mut-MEK5: 3; CRFR2-BP ag: -2.1; FID counter: -6; MEKK3 PB1 HTS: 102; SUMO HTRF inh: 10; GalR3 antag: 1; NS3 helicase inh: 9; CRFR2-BP antag: -28

How did CCOc1cc(C(=O)OC(C)C(=O)Nc2ccc(NC(C)=O)cc2)ccc1OCC(=O)N1CCCCC1 (centres undefined) do in these assays?
MEKK2wt PB1 HTS: 107; MEKK2 mut-MEK5: 11; CRFR2-BP ag: 1.0; FID counter: -39; MEKK3 PB1 HTS: 106; SUMO HTRF inh: -3; GalR3 antag: 1; NS3 helicase inh: -4; CRFR2-BP antag: -11

What do the screens show for `Cc1ccc([N+](=O)[O-])c(OCc2ncc(Cl)n2C)c1`?
MEKK2wt PB1 HTS: 106; MEKK2 mut-MEK5: 5; CRFR2-BP ag: -0.2; FID counter: -6; MEKK3 PB1 HTS: 101; SUMO HTRF inh: 2; GalR3 antag: -10; NS3 helicase inh: 0; CRFR2-BP antag: -14

Results for O=C(CSc1ncccn1)NCC1CCCO1 (centres undefined) ?
MEKK2wt PB1 HTS: 105; MEKK2 mut-MEK5: 2; CRFR2-BP ag: -0.5; FID counter: -3; MEKK3 PB1 HTS: 103; SUMO HTRF inh: 11; GalR3 antag: -3; NS3 helicase inh: -3; CRFR2-BP antag: 7

Not a retest: an excerpt of the list.
How did CCNC(=O)N1CCCC(C(=O)c2ccc(OC)c(OC)c2)C1 (centres undefined) do in these assays?
MEKK2wt PB1 HTS: 92; MEKK2 mut-MEK5: -7; CRFR2-BP ag: 0.5; FID counter: -2; MEKK3 PB1 HTS: 115; SUMO HTRF inh: 10; GalR3 antag: 1; NS3 helicase inh: -8; CRFR2-BP antag: -9

How did O=C(O)CSc1nnc(-c2ccncc2)n1-c1ccc(Cl)cc1 do in these assays?
MEKK2wt PB1 HTS: 98; MEKK2 mut-MEK5: -1; CRFR2-BP ag: -1.3; FID counter: -6; MEKK3 PB1 HTS: 103; SUMO HTRF inh: 4; GalR3 antag: -6; NS3 helicase inh: 4; CRFR2-BP antag: 3

How did O=C(CC1Oc2ccc(Cl)cc2NC1=O)NC1CCCCCC1 (centres undefined) do in these assays?
MEKK2wt PB1 HTS: 102; MEKK2 mut-MEK5: 3; CRFR2-BP ag: -2.1; FID counter: -6; MEKK3 PB1 HTS: 102; SUMO HTRF inh: 10; GalR3 antag: 1; NS3 helicase inh: 9; CRFR2-BP antag: -28

How did CCOc1cc(C(=O)OC(C)C(=O)Nc2ccc(NC(C)=O)cc2)ccc1OCC(=O)N1CCCCC1 (centres undefined) do in these assays?
MEKK2wt PB1 HTS: 107; MEKK2 mut-MEK5: 11; CRFR2-BP ag: 1.0; FID counter: -39; MEKK3 PB1 HTS: 106; SUMO HTRF inh: -3; GalR3 antag: 1; NS3 helicase inh: -4; CRFR2-BP antag: -11

What do the screens show for `Cc1ccc([N+](=O)[O-])c(OCc2ncc(Cl)n2C)c1`?
MEKK2wt PB1 HTS: 106; MEKK2 mut-MEK5: 5; CRFR2-BP ag: -0.2; FID counter: -6; MEKK3 PB1 HTS: 101; SUMO HTRF inh: 2; GalR3 antag: -10; NS3 helicase inh: 0; CRFR2-BP antag: -14

Source: PubChem BioAssay (several laboratories)
